ERG-DNA inh – inhibitors of human ERG Ets domain-DNA interaction. P11308. fluorescence polarization, His-ERG Ets domain / labelled DNA. Potency, µM (titrated, usually from 76.9 µM), for the others: at the top dose FP activity, negative = inhibition, usual class: inhibitors. 0.028% of 370,000 active. AID 624246; active = well fitted inhibition curve with a large enough effect in the polarisation, with a control signal flat; inconclusive = small, poorly fitted or top-dose-only effect, or effect the other way, or a change in a side signal; inactive = no such curve, though single readings can be large or run the other way; the % refers to the polarisation;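 also: polarization taken with two DNA probes labelled with fluorescein and Texas red; potency is read from the fitted curve at half-maximal effect; % of control where 0% means no effect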
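His-tagged ERG Ets domain (1 uM in the protein solution; 300mM KCl, 50mM Tris-HCl, 1mM EDTA, 1mM DTT, pH 7.5) received compound, then a probe mix of 5 nM fluorescein-DNA and 100nM Texas-615-DNA. Fluorescence polarization was read for both dyes.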
RGS4 inh – human RGS4 inhibition. P49798. Transcreener GDP fluorescence polarization, RGS4-accelerated GTP hydrolysis. Potency, µM (doses to about 114 µM), for inactives: at the highest dose activity change, negative = inhibition, usual class: inhibitors. 0.039% of 390,000 active. AID 504845; also: potency is read from the fitted curve at half-maximal effect; % is scaled to controls: 0 for no effect and ±100 for the full control effect; nearly all actives have a fitted effect of over 75% in size; some results filed as inactive show a strong effect at the top dose
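MLSMR compounds (23 nl, pin-transferred) preincubated 10 min at room temperature with a 500nM (2x) first reagent, then RGS4 at 900nM (2x) plus Transcreener GDP mix added; fluorescence polarization (620/688 nm) read before and after 90 min at 30 °C.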
JMJD2A Tudor inh – JMJD2A Tudor domain (human) inhibition; O75164; AlphaScreen JMJD2A-Tudor / H3K4me3 peptide binding; Potency, µM (doses to about 114 µM), inactives show top-dose activity change, negative = inhibition, hits mostly inhibitors; 4.4% of 390,000 active; AID 504339; also: potency is read from the fitted curve at half-maximal effect; % is scaled to controls: 0 for no effect and ±100 for the full control effect; nearly all actives have a fitted effect of over 50% in size
G9a block – inhibitors of human histone lysine methyltransferase G9a | Q96KQ7 | G9a H3K9 monomethylation, AlphaScreen, 2 h | Potency, µM (titrated, usually from 102 µM), inactives show at the top dose activity, negative = inhibition, actives largely listed as inhibitors | 8.8% of 350,000 active; also: potency is read from the fitted curve at half-maximal effect; % is scaled to controls: 0 for no effect and ±100 for the full control effect; nearly all actives have a fitted effect of over 75% in size
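Quantitative HTS format: methyltransferase activity on a biotin-tagged H3K9 peptide is measured by AlphaScreen, using a rabbit anti-monomethyl-H3K9 antibody with streptavidin donor and anti-IgG acceptor beads. Final levels are 20 nM enzyme, 500 nM peptide, 20 uM SAM; 2 h RT.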
12-LOX inh – blocks human arachidonate 12S-lipoxygenase. purified 12hLO, xylenol orange hydroperoxide absorbance. P18054. 1.1% of 580,000 active. AID 1671190. Potency, µM (series often up to 108 µM), inactives show at the top dose activity change, negative = inhibition, usual class: inhibitors; also: potency is read from the fitted curve at half-maximal effect; % is scaled to controls: 0 for no effect and ±100 for the full control effect
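Hydroperoxide product was detected by ferrous iron/xylenol orange as the 573 to 405 nm absorbance ratio. Arachidonic acid at 40 uM (final) was turned over for 30 min at room temperature by 150 nM human 12hLO, pH 7.0 Hepes buffer, after 15 min compound preincubation.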
PI4K2A block – PI4K2A (human) kinase inhibition | activity change, negative = inhibition, % at 76.9 µM | AID 1346378 | purified PI4K2A, ADP-Glo luminescence, 1 h; hits give low values | 0.13% of 420,000 active; in the data active = activity change below about -50%; inconclusive = mostly about -30% to -49%;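 also: -100% = wells without enzyme as full effect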
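PI4K2A activity was measured by ADP-Glo luminescence: enzyme (4 ug/mL stock) and phosphatidylinositol (1.2 mM stock) in Tris pH 7.5/MgCl2/EGTA/Triton X-100 buffer were reacted with ATP (300 microM stock) for one hour at ambient temperature.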
HP1b binding inh – blocks HP1-beta chromodomain binding to methylated histone tails; Potency, µM (top dose mostly 114 µM), inactives show at the top dose activity change, negative = inhibition, actives largely listed as inhibitors; AlphaScreen HP1-beta / biotin-H3K9me3 peptide binding; AID 540317; 0.56% of 390,000 active; also: potency is read from the fitted curve at half-maximal effect; nearly all actives have a fitted effect of over 70% in size; inactives centre near 23
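Compound inhibition of the preformed complex between 50 nM HP1-beta and 50 nM biotinylated H3K9me3 peptide was read by AlphaScreen. Buffer was PBS pH 7.4 with 0.01% Tween-20. Incubations ran 30 min at room temperature, with 10 ug/mL donor/acceptor beads.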
GLS inhibitor – inhibitors of human glutaminase (GLS) | 0.21% of 410,000 active | O94925 | GLS enzymatic activity, qHTS titration | Potency, µM (series often up to 45.5 µM), inactives show at the highest dose activity change, negative = inhibition, most hits filed as inhibitors; also: potency is read from the fitted curve at half-maximal effect; % is scaled to controls: 0 for no effect and ±100 for the full control effect
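hKGA in 45 mM KH2PO4 (pH 8.2), 0.02% Tween-20 with compound, then 1mM L-Glutamine (stock as added) plus glutamate oxidase/HRP/Amplex red coupling mix. Fluorescence read initially and after 30 min at RT; signal change reflects glutamate formation.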
BAZ2B inh – blocks human BAZ2B. Q9UIF8. AlphaScreen BAZ2B-H3K14Ac peptide displacement. Potency, µM (titrated, usually from 114 µM), without a hit: at the highest dose activity change, negative = inhibition, actives largely listed as inhibitors. 4.4% of 360,000 active. AID 504333; also: potency is read from the fitted curve at half-maximal effect; % is scaled to controls: 0 for no effect and ±100 for the full control effect; nearly all actives have a fitted effect of over 60% in size
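BAZ2B 50 nM plus b-H3(5-23)K14Ac 50 nM, PBS pH 7.4/0.01% Tween-20, 30 min RT; compound added (max 110 uM), 30 min RT; streptavidin donor/Ni-chelate acceptor beads 10 ug/mL final, 20 min dark; AlphaScreen read.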
* = called active by the depositor; i = inactive; ? = inconclusive; · = no result given; & = joins results of further samples; ! = repeats disagree; [ ] = dose if it differs, or a comment. Unless noted, calls follow the shape of the dose curve; as a rule, active = well fitted curve in the direction sought with a large enough effect; inconclusive = small, poorly fitted or top-dose-only effect, or another doubt; inactive = no such curve, though single readings can be large; an effect the other way counts as inactive or inconclusive.

SMILES	ERG-DNA inh	RGS4 inh	JMJD2A Tudor inh	G9a block	12-LOX inh	PI4K2A block	HP1b binding inh	GLS inhibitor	BAZ2B inh
COc1ccc(CCNC(C)CCc2ccc(OC)cc2)cc1 (centres undefined)	·	-12%	0%	?	?	3	9%	2%	?
C[C@]12CCC3C(CC[C@H]4C[C@H](O)CC[C@]34C)C1[C@@H](O)C[C@@H]2O (some centres undefined)	2%	0%	1%	·	-12%	11	33%	-7%	·
Fc1ccc2c(c1)nnn2C1CCN(Cc2nnnn2CCc2ccccc2)CC1	9%	-7%	-22%	50µM*	?	0	27%	13%	?
O=C(Cc1ccccc1)OC(COCc1ccccc1)CN1CCOCC1 (centres undefined)	13%	-20%	-19%	12%[12.7 µM]	?	4	27%	1%	-1%
CC[n+]1c(/C=C/C=C/c2ccc(N(C)C)cc2)sc2ccccc21	126%[activator]	?	50µM*	40µM*	?	?	?	-22%	35µM*
O=c1[nH]c(=S)n(Cc2ccc(F)cc2)c(O)c1C=NCC1CCCO1 (centres undefined)	2%	28%	21%	15%	0%	10	44%[activator]	·	1%
CCOC(=O)/C(=N\Nc1ccccc1)N1CC1	1%	-37%	-9%[11.4 µM]	-35%	-20%	0	-9%	?	-2%
C#CC1(O)C=CC2C3CCC4=CC(=O)CCC4C3CCC21CC (centres undefined)	7%	-20%	0%	12%	-9%	-6	51%[activator]	2%&-14%	3%
NP(=O)(OCCCc1ccccc1)c1ccccc1 (centres undefined)	16%	-13%	-18%	-18%	-13%	0	25%	7%	-1%
COc1ccc(C(=O)C(Cc2ccccc2)N(C)C)cc1 (centres undefined)	-15%	27%	-18%	?	-11%	5	4%	2%	-17%
CCCNC(=O)N1C2CCC1CC(O)(c1cccnc1)C2 (centres undefined)	1%	-7%[11.4 µM]	-3%[11.4 µM]	?	7%	-1	48%[activator]	-2%	-1%
CC1(CCO)C(=O)NC(=S)NC1=O	-4%	?	?	·	?	-3	8%	2%	·
COc1ccc(OCC#CCN2CCC(C)CC2)cc1	4%	23%	-32%	8.9µM*	1%	-3	35µM*	0%	28µM*
CCOc1ccc(C2c3c(-c4ccccc4O)n[nH]c3C(=O)N2Cc2ccncc2)cc1 (centres undefined)	-5%	17%	?	3%[59 µM]	-24%	-4	25%	22%	-30%
CCOc1cc(CNCCc2ccccc2F)ccc1OC	-1%	-1%	45µM*	8.9µM*	?	2	-36%	0%	40µM*
Cc1ccc(C(=O)C2C(=O)c3ccccc3C2=O)cc1	·	-12%	?	14%[12.7 µM]	?	-3	20%	-8%	-30%
Cc1ccc(Cn2nnnc2CN2CCC(n3nnc4cc(C(F)(F)F)ccc43)CC2)cc1	-7%	29%	-12%	5%[12.7 µM]	55%[activator]	6	29%	7%	0%
CC[C@@]1(O)C(=O)OCc2c1cc1n(c2=O)Cc2cc3ccccc3nc2-1	·	-1%[56.9 µM]	-17%	45µM*!	?	-6	16%	·	-3%
CSC[C@H](NC(=O)COc1cc2c(c3oc(=O)c(C)c(C)c13)CCC(C)(C)O2)C(=O)O	2%	9%	-15%	?	?	-1	16%	1%	-5%
Nc1c(C(=O)Nc2ccc(Cl)cc2)sc2nc3c(cc12)N1CCC3CC1	-3%	-7%	-2%	-46%[59 µM]	-2%	-6	42%[activator]	3%	-2%
CCOc1cccc(OCCOCCN2CCCC2)c1	1%	-40%	7.9µM*	?	?	1	?	-7%	?
Cc1ccc(CS(=O)(=O)Cc2ccc(C(=O)N3CCC4(CC3)OCCO4)o2)cc1	·	-16%	-8%	13%[59 µM]	6%	2	25%	3%	17%
CCn1c(O)c(/C=N/NC(=O)c2ccccc2)c(=O)[nH]c1=S	16%	14%	56µM*	-7%	0%	-2	58%[activator]	17%	40µM*
CC(=O)O[C@@]12CO[C@@H]1C[C@H](OC1OCC(O)C(O)C1O)[C@@]1(C)C(=O)[C@H](O)C3=C(C)[C@@H](OC(=O)[C@H](O)[C@@H](NC(=O)c4ccccc4)c4ccccc4)C[C@@](O)([C@@H](OC(=O)c4ccccc4)C12)C3(C)C (some centres undefined)	-9%	-5%	-17%	·	16%	1	3%	?	-4%
O=C1C2CCCN2C(c2cccnc2)N1c1ccc(Cl)c(Cl)c1 (centres undefined)	8%	11%	-16%	-1%[59 µM]	3%	6	17%	6%	8%
Cc1ccc(C(C)C)c(OCCn2c(=O)oc3ccccc32)c1	3%	-31%	61%[activator]	41%	27%	-10	231%[activator]	-12%	101%[activator]
CCCc1[nH]nc2c1C(CCC)C(C#N)=C(N)O2 (centres undefined)	-2%	10%	-24%	-1%	7%	-7	33%	36%[activator]	8%
O=[N+]([O-])[N-][n+]1cnn(Cc2ccc(Cl)cc2)c1	7%	-2%	-11%	-2%[59 µM]	-4%	2	25%	0%	-3%
CCCCCCC(=O)c1c(O)n(-c2ccccc2OC)c(=O)[nH]c1=O	10%	12%	-25%	·	-11%	-1	9%	1%	-4%
COC(=O)C1=C(c2cccc(OCc3ccccc3)c2)C[C@@H]2CC[C@H]1N2C(=O)NCCCOC(C)C	12%	7%	-32%	8%[0.501 µM]	31%[activator]	0	15%	2%	-8%
O=C(Cn1c(=O)n(CC2CS2)c2ccccc21)N1CCCCC1 (centres undefined)	-9%	-8%	-1%	-40%	-9%	2	9%	0%	9%
CC12C=CC(=O)C=C1CCC1C2C(O)CC2(C)C1CCC2(C)O (centres undefined)	0%	-5%	-20%	·	-2%	1	-4%	-11%	·
CC(C)COC(=O)OCN1C(=O)CN(CCN2CC(=O)N(COC(=O)OCC(C)C)C(=O)C2)CC1=O	1%	8%[56.9 µM]	-7%	13µM*!	3%	3&-2	48%[activator]	10%&15%	1%
CC(=O)N1CN2CN(C(C)=O)CC(C(=O)c3ccccc3)(C2)C1	7%	-14%	6%	-2%[59 µM]	0%	9	28%	12%	-14%
CCCCn1c(O)c(C=NCc2ccc3c(c2)OCO3)c(=O)[nH]c1=O	-14%	-1%	-2%	-30%	75%[activator]	-2	30%	-11%	-20%
Nc1ccc2c(c1)oc1ccccc12	-20%	7%	-26%	36%[0.501 µM]	24%	-3	-6%	8%	-26%[57.1 µM]
COc1cc(C2SCC(=O)Nc3c2c(=O)[nH]n3C2CCCCCC2)cc(OC)c1OC (centres undefined)	-5%	13%	-12%	-2%	-4%	-1	8%	1%	-32%
COc1ccc(CCn2c(O)c(C=Nc3ccc(NC(C)=O)cc3)c(=O)[nH]c2=O)cc1OC	2%	?	-10%	-41%	i	7	48%	-6%	?
CC[N+](C)(CC)CCCOC(=O)C(O)(c1ccccc1)C1CCCCC1 (centres undefined)	-2%	10%	40µM*	?	12%	6	?	12%	-28%
CC1CCN(CC#CCOc2ccc(Cl)cc2)CC1	13%	10%	35µM*	19%[0.501 µM]	?	4	?	-2%	50µM*
COc1ccc(/C=C2/C(=O)N(c3ccccc3)N=C2C)cc1	-1%	?	20µM*	·	·	-17	50µM*	?	·
COC(=O)C1=C(c2ccc(F)cc2OCc2ccccc2)C[C@@H]2CC[C@H]1N2C(=O)NCc1ccccc1	0%	29%	-12%	-28%[2.33 µM]	0%	4	14%	2%	-13%
CCOC(=O)c1ccc(NC(=O)c2sc3nc4c(cc3c2N)N2CCC4CC2)cc1	-2%	-1%	-3%	1%[59 µM]	?	4	23%	-9%	-4%
CCNc1nc(NC(C)(C)C)nc(SC)n1	12%	1%	-4%	·	30%	2	26%	0%	·
O=[N+]([O-])c1ccc(N2CCNCC2)c(Cl)c1	-7%	-14%	?	-2%	10%	0	-11%	-1%	-16%
COc1ccc(CNCCc2ccc(Cl)cc2)c(OC)c1OC	-5%	21%	32µM*	35µM*	?	6	?	19%	?
O=C1CN=C(c2ccccc2)c2ccccc2N1	-19%	-10%	-8%	10%	8%	-2	41%[activator]	-4%	-22%
O=c1[nH]c(=O)n(Cc2ccco2)c(O)c1C=NC1CC1	-1%	1%	-14%	5%[59 µM]	7%	-6	22%	2%	4%
CNC(=O)Oc1ccc(N(C)C)cc1C(C)C	5%	-1%	-9%	-4%[12.7 µM]	14%	1	6%	30%	-8%
CCOC(=O)[C@]12Cc3cc(OC)c(OC)cc3[C@H]1N(Cc1ccccc1)C(=O)c1ccccc12	-7%	9%	-26%	·	1%	0	20%	-7%	·
CC1(C)CN=C(Nc2nc3ccccc3s2)S1	-2%	0%	-23%	29%[59 µM]	0%	2	12%	5%	8%
COC(=O)C1=Nc2ccccc2/C1=C\c1c(O)n(C)c(=O)n(C)c1=O	-9%	?	-7%	?	1%	-2	42%	1%	-22%
O=C(Oc1ccc([N+](=O)[O-])cc1)N1CCC(N2CCCCC2)CC1	1%	-27%	-1%	-43%	-20%	-5	24%	8%	-6%

Screening results as filed in PubChem.

Only part of the results is shown; count on the stated rates, not on these rows.
